S1P3 antagonist = S1P3 receptor antagonists, primary screen, cell-based; Sphingosine 1-phosphate receptor 3 (Homo sapiens), Q99500; CHO S1P3 NFAT-BLA reporter, FRET fluorescence, antagonist mode; inhibition, % at 4.98 µM; 170,000 compounds, 0.27% hits; AID 485, 2006;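 active = inhibition above the plate cutoff, the mean inhibition of test wells on that plate plus 3 SD, cut at about 28% in these data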;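 also: cells challenged with S1P at its EC80 of 0.8 µM; blue over green emission ratio from cleaved BLA substrate after 4 h stimulation; 0% = S1P-stimulated wells and 100% = unstimulated DMSO-only wells; some compounds past the cut are filed as inactive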
Target sequence (Q99500 whole entry, looked up): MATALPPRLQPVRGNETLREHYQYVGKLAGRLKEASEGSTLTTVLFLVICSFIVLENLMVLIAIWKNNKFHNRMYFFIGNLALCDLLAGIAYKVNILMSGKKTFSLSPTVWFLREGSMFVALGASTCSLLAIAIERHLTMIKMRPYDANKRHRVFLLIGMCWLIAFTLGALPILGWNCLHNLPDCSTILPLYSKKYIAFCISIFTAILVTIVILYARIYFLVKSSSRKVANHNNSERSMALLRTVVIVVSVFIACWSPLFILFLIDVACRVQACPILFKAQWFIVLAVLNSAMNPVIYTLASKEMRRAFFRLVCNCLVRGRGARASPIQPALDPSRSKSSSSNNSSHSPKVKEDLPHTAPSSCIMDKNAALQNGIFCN
G6PDH counter = L. mesenteroides G6PDH inhibitors, counter-screen for G6PDH-coupled screening assays, biochemical, Leuconostoc mesenteroides enzyme. glucose-6-phosphate dehydrogenase [Leuconostoc mesenteroides]. Purified L. mesenteroides G6PDH, diaphorase/resazurin coupled fluorescence, 45 min. inhibition, % at 5 µM. 200,000 compounds, 0.12% hits. AID 1020, 2008; in the data active = inhibition above about 50%
PPARg SRC-3 ag = PPARgamma agonists recruiting SRC-3 coactivator, primary screen, biochemical; Peroxisome proliferator-activated receptor gamma (Homo sapiens), P37231; biochemical PPARgamma/SRC-3 coactivator recruitment assay; activation, % at 8 µM; 200,000 compounds, 0.26% hits; in the data active = activation above about 23%;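 also: 0% = DMSO and 100% = reference agonist; some compounds past the cut are filed as inactive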
Target sequence (P37231 whole entry, looked up): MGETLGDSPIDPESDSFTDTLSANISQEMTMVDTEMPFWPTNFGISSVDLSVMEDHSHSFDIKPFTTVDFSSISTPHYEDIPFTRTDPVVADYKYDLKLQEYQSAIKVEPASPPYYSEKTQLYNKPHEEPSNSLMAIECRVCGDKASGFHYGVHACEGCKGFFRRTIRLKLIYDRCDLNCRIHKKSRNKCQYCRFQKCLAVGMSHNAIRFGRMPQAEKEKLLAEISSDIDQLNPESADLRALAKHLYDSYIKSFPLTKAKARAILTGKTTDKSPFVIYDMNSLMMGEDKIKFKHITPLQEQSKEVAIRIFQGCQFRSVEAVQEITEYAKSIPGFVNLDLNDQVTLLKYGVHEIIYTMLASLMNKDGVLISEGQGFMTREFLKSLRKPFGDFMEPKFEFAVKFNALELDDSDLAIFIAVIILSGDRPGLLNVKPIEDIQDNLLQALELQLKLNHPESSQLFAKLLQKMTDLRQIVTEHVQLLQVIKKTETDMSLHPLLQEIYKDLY
PMI act hi M6P = human PMI activators, high substrate, primary screen, biochemical, fluorescence intensity, near-saturating mannose 6-phosphate. Mannose-6-phosphate isomerase (Homo sapiens), P34949. coupled PMI enzyme assay, resazurin fluorescence, 20 min; stronger effect = higher value; 1 = untreated enzyme, 0 = substrate-free blank. activation factor at 20 µM. 190,000 compounds, 0.34% hits. AID 1216, 2008;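 active = activation factor of 2 or more at 20 µM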
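Material: human phosphomannose isomerase with PGI, G6PDH, diaphorase coupling enzymes; amount: PMI at 15 ng/mL final; also added: Mannose-6-phosphate 1.0 mM (near-saturating) plus 0.22 mM NADP+; incubation: enzyme reaction with compound 20 min at room temperature; signal: resorufin fluorescence (Ex 544/Em 590 nm) from resazurin via diaphorase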
SRC2 TRFRET art = TR-FRET signal artefacts, primary screen, artefact control for PPARgamma SRC-2 agonist project, biochemical | TR-FRET artefact counter-screen; stronger effect = higher value | TR-FRET ratio at 8 µM | 200,000 compounds, 0.4% hits | AID 1049, 2008; in the data active = TR-FRET ratio above about 2000; also: inactives centre near 1500
Diaph inh CS = diaphorase inhibitors and chemical oxidizers, primary screen, counter-screen for diaphorase-coupled primary assays, biochemical, uHTS, resorufin fluorescence; inhibition, % at 20 µM; 190,000 compounds, 0.69% hits; diaphorase resazurin-to-resorufin fluorescence, NADH, 16 min; bacterial (C. kluyveri) enzyme, not human;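 active = primary screen inhibition at 20 µM above a set limit, cut at about 50% in these data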;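 also: plate controls were DMSO with full reaction for no effect and wells lacking NADH for full effect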
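Test system: bacterial diaphorase enzyme (C. kluyveri); Quantity: 0.14 U/mL diaphorase, enzyme working solution; Times: reaction incubation of 16 min at room temperature; Measured by: fluorescence of resorufin formed from resazurin, Ex 544/Em 590 nm; Benchmarks: positive control minus NADH, DMSO neutral control.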
ROMK primary = ROMK potassium channel modulators, primary screen, cell-based, thallium flux, MLSMR library; Tet-inducible ROMK, thallium flux fluorescence; actives lie on both sides; B-score at 10 µM; 130,000 compounds, 2% hits; AID 1918, 2009;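 active = signal ratio slope over the read window, or its plate-corrected B-score, at least 3 SD from the plate mean, either direction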;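 also: B-score of the F/F0 ratio slope over 7 to 12 s after thallium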
PPARg SRC1 recr = PPARgamma agonists recruiting SRC-1 coactivator, primary screen, biochemical; Peroxisome proliferator-activated receptor gamma (Homo sapiens), P37231; PPARgamma-SRC-1 coactivator recruitment biochemical assay; activation, % at 8 µM; 200,000 compounds, 0.41% hits; in the data active = activation above about 19%;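 also: 0% = DMSO and 100% = reference agonist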
PPARg SRC2 recr = agonists of PPARg-SRC-2 recruitment, primary screen, biochemical, HTS; Peroxisome proliferator-activated receptor gamma (Homo sapiens), P37231; PPARgamma LBD-SRC-2 recruitment; 200,000 compounds, 0.34% hits; AID 1032, 2008; activation, % at 8 µM; in the data active = activation above about 22%;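 also: 0% = vehicle and 100% = reference agonist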
Diaphorase act = compounds boosting diaphorase resazurin reduction – biochemical, uHTS, resorufin fluorescence, counter-screen for diaphorase-coupled primary assays, primary screen. 190,000 compounds, 0.005% hits. activation factor at 20 µM. Diaphorase/resazurin coupled assay, 16 min; stronger effect = higher value; 1 = vehicle wells, 0 = NADH-free wells;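 active = diaphorase activity raised at least twofold by the compound at 20 µM; inactive = activation factor below 2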
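Material: bacterial diaphorase enzyme (C. kluyveri); amount: enzyme 0.07 U/mL final; reagent: NADH substrate 0.114 mM plus resazurin dye 0.1 mM, final; doses: single compound dose of 20 µM, 1% DMSO final; timing: 16 min enzyme reaction, ambient temperature; measured by: fluorescence of resorufin, 544 nm excitation, 590 nm emission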
PMI activator = activators of human PMI, primary screen, biochemical, fluorescence intensity, near-Km mannose 6-phosphate; AID 1214, 2008; activation factor at 20 µM; purified human PMI, coupled resazurin fluorescence, 20 min; stronger effect = higher value; 1 = vehicle control, 0 substrate-free wells; 190,000 compounds, 0.005% hits;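 active = activation factor of 2 or more at 20 µM, relative to plate controls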
The depositor's hits bear a star; . = not tested or not shown.

SMILES	S1P3 antagonist	G6PDH counter	PPARg SRC-3 ag	PMI act hi M6P	SRC2 TRFRET art	Diaph inh CS	ROMK primary	PPARg SRC1 recr	PPARg SRC2 recr	Diaphorase act	PMI activator
CC(C)(C)OC(=O)N1CCC(C(N)=O)CC1	-26.3	22.6	1.1	0.9	1480	6.8	.	13.4	3.0	0.9	1
CSC(=N/N=C(\N)c1cnccn1)SC	-0.1	17.9	0.8	0.9	1451	11.2	0.366	4.3	5.5	0.9	0.9
COC(=O)C(C#N)c1nc2ccccc2nc1N1CCN(Cc2ccc3c(c2)OCO3)CC1 (centres undefined)	-16.7	0.2	.	1.2	.	1.8	.	.	.	1	1
CCCOc1ccccc1N1C(=O)CC(N(O)c2ccccc2)C1=O (centres undefined)	2.0	17.0	0.2	1.1	1535	1.3	-0.121	3.6	2.9	1	1
COc1cc(NC(=O)c2ccco2)ccc1NC(=O)c1ccccc1Cl	-1.0	-26.5	-2.5	0.9	1459	13.6	0.198	0.3	2.8	0.9	0.9
CCN(CCNC(=O)C1CCN(S(=O)(=O)c2c(C)noc2C)CC1)c1ccccc1	-15.9	6.6	0.1	0.9	1551	7.4	0.000168	6.2	10.2	0.9	1.2
Cc1csc(NC(=O)CSc2nnc(Cc3cccn3C)n2-c2ccc(F)cc2)n1	-19.9	4.9	6.2	1	1556	16.8	.	-1.8	7.7	0.8	0.9
CCOC(=O)N1CCC(NC(=O)c2cc3sccc3n2CC)CC1	12.5	9.5	-3.3	1	1612	8.0	0.684	-2.0	4.9	0.9	1
O=C(Nc1cccc(NC(=O)c2ccco2)c1)c1ccc2c(c1)OCCO2	0.4	9.0	1.9	0.9	1616	19.2	0.218	6.0	1.7	0.8	0.8
O=C(CC1S/C(=N/N=C/C=C/c2ccccc2)NC1=O)Nc1ccc(C(=O)O)cc1 (centres undefined)	-5.4	8.3	3.7	1	1627	-15.5	0.361	-0.7	-0.9	1.2	1.2
COC(=O)c1sc(NC(=O)c2c(F)cccc2F)c(C#N)c1C	-24.5	0.3	3.5	1	1712	12.3	-0.347	5.6	0.3	0.9	1
CC1CCCC(NC(=S)Nc2ccc(SC(F)F)cc2)C1C (centres undefined)	.	0.7	1.4	1	1386	7.4	0.426	1.8	5.9	0.9	1
O=C(NCCC1=CCCCC1)C1CCCN(S(=O)(=O)c2cccnc2)C1 (centres undefined)	-27.4	-7.6	0.9	0.9	1532	14.6	.	3.5	-3.0	0.9	1
O=S1(=O)C[C@H]2NC(=S)N(c3ccccc3)[C@H]2C1	0.0	13.4	0.3	0.9	1640	10.7	.	0.8	2.8	0.9	0.9
CCOc1ccc(CN(CCO)CCO)cc1C(=O)OC	-1.8	-0.2	-5.8	1	1487	9.7	.	8.2	1.3	0.9	1
NC(=O)c1oc2ccccc2c1NC(=O)c1ccccc1	.	0.8	10.6	1	1625	9.8	-1.24	2.9	8.2	0.9	1
Cc1ccc2nc(N3CCC(C(=O)O)CC3)nc(-c3ccccc3)c2c1	10.5	4.0	-1.6	0.9	1506	26.2	-0.252	3.1	-0.7	0.7	1
Cc1cccc(NC(=O)c2ccc([N+](=O)[O-])s2)c1C	13.8	4.2	3.4	0.9	1432	10.1	0.0189	-2.2	5.4	0.9	0.8
Cc1ccc(S(=O)(=O)NCC(=O)Nc2ccc(C(F)(F)F)cc2)cc1	.	6.3	1.5	1	1636	12.5	.	-0.4	8.0	0.9	1
COc1ccc(OC)c(NC(=O)CSc2nnc(C3CCCCC3)o2)c1	1.7	2.5	5.1	1	1698	6.3	-0.0187	10.5	9.4	0.9	1
CCCn1c(=O)c(C(=O)NNS(=O)(=O)c2ccc(Cl)cc2)c(O)c2ccccc21	-0.8	2.5	-1.4	1.1	1487	16.8	-0.0103	5.0	-10.9	0.8	1
Cc1cc(C)cc(NC(=O)c2ccc([N+](=O)[O-])o2)c1	3.3	0.0	0.0	1	1509	1.9	-1.17	0.9	13.0	1	1
O=C(CSc1oc(-c2ccco2)nc1S(=O)(=O)c1ccccc1)NCC1CCCO1 (centres undefined)	-28.5	-3.1	3.1	0.7	1554	28.3	.	2.6	12.3	0.7	0.8
Cc1ccc2c(C)nc(Nc3nc(CSc4nnc(C)s4)cc(=O)[nH]3)nc2c1	.	4.8	6.3	1	1633	19.1	.	15.9	0.1	0.8	1
O=C(c1ccccc1)c1cccs1	-10.2	1.3	8.2	1.1	1670	-7.0	1.13	5.8	6.2	1.1	1.1

Of the compounds above, 5 have a furan ring, fused or not.
SMILES	S1P3 antagonist	G6PDH counter	PPARg SRC-3 ag	PMI act hi M6P	SRC2 TRFRET art	Diaph inh CS	ROMK primary	PPARg SRC1 recr	PPARg SRC2 recr	Diaphorase act	PMI activator
COc1cc(NC(=O)c2ccco2)ccc1NC(=O)c1ccccc1Cl	-1.0	-26.5	-2.5	0.9	1459	13.6	0.198	0.3	2.8	0.9	0.9
O=C(Nc1cccc(NC(=O)c2ccco2)c1)c1ccc2c(c1)OCCO2	0.4	9.0	1.9	0.9	1616	19.2	0.218	6.0	1.7	0.8	0.8
NC(=O)c1oc2ccccc2c1NC(=O)c1ccccc1	.	0.8	10.6	1	1625	9.8	-1.24	2.9	8.2	0.9	1
Cc1cc(C)cc(NC(=O)c2ccc([N+](=O)[O-])o2)c1	3.3	0.0	0.0	1	1509	1.9	-1.17	0.9	13.0	1	1
O=C(CSc1oc(-c2ccco2)nc1S(=O)(=O)c1ccccc1)NCC1CCCO1 (centres undefined)	-28.5	-3.1	3.1	0.7	1554	28.3	.	2.6	12.3	0.7	0.8

Further compounds.
SMILES	S1P3 antagonist	G6PDH counter	PPARg SRC-3 ag	PMI act hi M6P	SRC2 TRFRET art	Diaph inh CS	ROMK primary	PPARg SRC1 recr	PPARg SRC2 recr	Diaphorase act	PMI activator
CCCNC(=O)c1cc(-c2ccco2)on1	0.5	11.0	1.3	0.9	1694	11.3	-0.0572	7.7	19.1	0.9	0.9
COC(=O)CCC(=O)Nc1ccc(NC(=O)CCC(=O)OC)cc1	-12.7	7.4	3.7	0.9	1536	10.9	-0.0785	6.3	1.3	0.9	0.9
O=c1oc2ccccc2c2c1ncn2C1CCCCC1	2.4	-8.1	-1.7	0.9	1429	39.6	0.09	-5.2	-0.2	0.6	0.9
N#CCSc1nnc(N)s1	-8.1	0.4	3.9	1.1	1502	-12.2	1.55	3.5	5.6	1.1	1
Cc1nc2ncnn2c(C)c1C/C=C/c1ccccc1	-4.3	0.1	-0.8	1.1	1668	-1.9	-0.0661	5.5	0.1	1	1.2
Cc1ccc(Nc2n[nH]c(C)c2[N+](=O)[O-])c(C)c1	-20.1	-3.7	7.4	1	1581	11.2	-0.634	-3.1	7.3	0.9	1
O=C(c1cnn2ccccc12)N1CCCc2ccccc21	-29.3	1.8	8.5	1	1523	9.6	.	7.7	1.8	0.9	1
COC(=O)c1ccc(NC(=S)N2CCN(Cc3ccccc3)CC2)cc1	.	-2.5	-0.9	1	1424	-4.9	.	-4.9	-2.9	1	1
O=C(Nc1ccc(S(=O)(=O)Nc2ccccn2)cc1)C(F)(F)F	-8.6	2.7	2.1	1.1	1579	2.7	0.0373	2.9	1.6	1	1.2
COc1cccc(-c2noc(-c3cccnc3)n2)c1	-36.5	9.0	-3.7	1	1461	6.0	.	10.2	-3.6	0.9	1
O=C(NC1CC1)c1sc2cc([N+](=O)[O-])ccc2c1Cl	15.1	6.4	0.2	0.9	1788	15.5	0.407	5.8	11.4	0.8	1
CC(CC(C)C(=O)Nc1ccccc1C(C)(C)C)C(=O)O (centres undefined)	.	-2.2	-4.0	1.1	1636	0.3	-0.0452	-2.2	18.2	1	1.1
Cc1ccc(-n2c(N)c(S(=O)(=O)c3ccccc3)c3nc4ccccc4nc32)cc1	-11.5	1.9	3.5	1	1634	17.2	-0.854	10.9	10.3	0.8	1.1
Cc1ccc(CNC(=O)C2CC(=O)N(CCC(C)C)C2)cc1 (centres undefined)	7.8	8.1	0.8	0.9	1705	12.0	0.0251	4.8	5.2	0.9	1
C=CCn1c(-c2cc3c(s2)CCC(CC)C3)n[nH]c1=S (centres undefined)	5.9	-3.8	8.3	1	1726	20.8	-0.462	0.2	11.4	0.8	1
CCOC(=O)c1cc(CC)sc1NC(=O)c1ccc(N2C(=O)CCC2=O)cc1	.	-25.4	0.6	0.9	1258	11.0	.	1.5	-8.1	0.9	0.9
Cc1cc(=O)oc2cc(OCC(=O)c3ccc4c(c3)NC(=O)CO4)ccc12	-2.1	-8.5	2.5	1	1488	-3.5	0.0455	-0.4	3.8	1	1
Cc1c(C(=O)Nc2ccccc2C(=O)N2CCOCC2)cccc1[N+](=O)[O-]	-9.7	17.2	1.3	1.1	1575	-8.2	-0.0181	-1.5	-6.5	1.1	1
CCN(CC(=O)Nc1ccc(Cl)c(S(=O)(=O)N(C)C)c1)Cc1nc2ccccc2c(=O)[nH]1	-19.7	1.0	3.3	1.2	1692	24.2	0.876	0.9	7.3	0.8	1.3
CCOC(=O)N1CCN(C(=O)Cc2ccc(Cl)cc2)CC1	14.9	4.6	-3.3	0.9	1519	10.9	.	2.5	-1.1	0.9	0.9
O=C(O)CCC(=O)Nc1ccccc1C(=O)N1CCN(c2ccc(Cl)cc2)CC1	1.6	15.9	2.0	1.1	1645	4.4	-0.364	8.4	-4.8	1	1
CCCc1oc(C(=O)O)cc1CN1CCCC1	.	-1.3	11.4	1	1611	17.8	-0.574	5.7	16.7	0.8	1
CC1=C(C(=O)Nc2ccc(C)cc2C)C(c2cccc([N+](=O)[O-])c2)n2nc(C(=O)OC(C)C)nc2N1 (centres undefined)	-3.5	27.2	-5.2	1	1524	4.8	-0.6	0.0	-4.1	1	0.9
O=C(CCl)c1ccc2c(c1)CCN2C(=O)C1CC1	-5.0	9.5	2.0	1.2	1790	-20.2	-2.84*	4.4	1.5	1.2	1.3

High-throughput results as filed in PubChem BioAssay.
